M. tuberculosis HTS = M. tuberculosis growth inhibition, HTS (AID 449762). inhibition, % at 25 µM, or IC50 in µM where a hit was titrated. M. tuberculosis H37Rv growth inhibition, 7H9 media; higher % means a stronger effect. 330,000 compounds, 0.59% hits; in the data active = a potency from the dose series; inconclusive = inhibition above about 70% without an active follow-up result;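 also: bacterial growth assessed after seven days of incubation; strong numbers were not always called active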
influenza NS1A = NS1A inhibition, H1N1 influenza, cell based functional assay (AID 504329); 340,000 compounds, 0.3% hits; inhibition, % at 12.5 µM, or IC50 in µM where a hit was titrated; NS1A functional cell-based assay, percent inhibition; higher % means a stronger effect; in the data active = a potency from the dose series; inconclusive = inhibition above about 27% without an active follow-up result; also: strong numbers were not always called active
tuberculosis growth = growth inhibition of non-replicating M. tuberculosis (AID 488890); Mycobacterium tuberculosis non-replicating, growth inhibition; higher % means a stronger effect; inhibition, % at 25 µM; hits with a dose series show IC50 in µM; 320,000 compounds, 0.39% hits; in the data active = a potency from the dose series; inconclusive = inhibition mostly from about 82% at the one dose, without a potency; inactive = the rest, 99 in 100 with inhibition below about 76%;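 also: plate controls were DMSO cells for no effect and high antibiotic wells for full effect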
Salmonella PhoP GFP = Inhibition of PhoP regulon, Salmonella typhi GFP reporter cells, confirmation, 4 h (AID 1850); Salmonella Typhi PhoP-promoter GFP reporter, fluorescence, 4 h; higher % means a stronger effect; inhibition, % at 50 µM; hits with a dose series show IC50 in µM; 310,000 compounds, 0.33% hits; in the data active = a potency from the dose series; inconclusive = inhibition mostly from about 25% at the one dose, without a potency; inactive = the rest, 99 in 100 with inhibition below about 19%;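 also: 0% = induced wells with vehicle and 100% = uninduced wells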
VEEV TC-83 Vero = inhibitors of VEEV TC-83 cytopathic effect, confirmation, Vero cells (AID 588727) | Vero cells, VEEV TC-83 cytopathic effect inhibition; higher % means a stronger effect | inhibition, % at 20 µM, or IC50 in µM where a hit was titrated | 350,000 compounds, 0.13% hits; in the data active = a potency from the dose series; inconclusive = inhibition mostly from about 14% at the one dose, without a potency; inactive = the rest, 99 in 100 with inhibition below about 12%; also: strong numbers were not always called active
VEEV TC-83 Vero 10K pilot screen = further read-out of VEEV TC-83 Vero, marked with its call; inhibition, %; measured here: 10K pilot screen inhibition
* marks the source's active call; other numbers are inactive results.

For CC(C)c1ccc(C(O)c2cnc(C(C)C)n2C)cc1 (stereo not drawn) the results were M. tuberculosis HTS -4%, influenza NS1A 7%, Salmonella PhoP GFP -1% and VEEV TC-83 Vero 1.1%.
CC1Cc2ccccc2N1C(=O)c1ccc(F)c(S(=O)(=O)N2CCOCC2)c1 (stereo not drawn) was read as M. tuberculosis HTS -2%, influenza NS1A 0%, tuberculosis growth 20% and VEEV TC-83 Vero 2.2%.
`Cn1cc(/C=C2\SC(=S)N(NC(=O)c3ccccc3)C2=O)c2ccccc21` gave M. tuberculosis HTS 1%, influenza NS1A -4%, tuberculosis growth -8%, Salmonella PhoP GFP -7%, VEEV TC-83 Vero inactive and VEEV TC-83 Vero 10K pilot screen 0.3.
Cc1cccc(NS(=O)(=O)c2ccc(C(=O)NCC(C)(C)N3CCOCC3)cc2)c1C was read as M. tuberculosis HTS 8%, influenza NS1A -8%, tuberculosis growth 19%, Salmonella PhoP GFP -5% and VEEV TC-83 Vero inactive.
Cc1ccc(C2=NNC(c3ccc(Cl)cc3)=Nc3ccccc32)o1 was read as M. tuberculosis HTS -3%, influenza NS1A 11%, tuberculosis growth 0%, Salmonella PhoP GFP -4% and VEEV TC-83 Vero 9.4%.
For Cc1cccc(NC(=O)C2C3CCCCC32)c1 (stereo not drawn) the results were M. tuberculosis HTS -1%, influenza NS1A -3%, tuberculosis growth 69%, Salmonella PhoP GFP 5% and VEEV TC-83 Vero inactive.
COC(=O)C1=C(C)N(Cc2ccc3c(c2)OCO3)C(=O)C1 was read as M. tuberculosis HTS 10%, influenza NS1A -8%, tuberculosis growth 35%, Salmonella PhoP GFP -24% and VEEV TC-83 Vero 0.2%.
For CCOc1ccc(OCCOC(=O)C2CCN(S(=O)(=O)c3ccc(C)c(C)c3)CC2)cc1 the results were M. tuberculosis HTS 16%, influenza NS1A -2%, tuberculosis growth 27%, Salmonella PhoP GFP -2% and VEEV TC-83 Vero inactive.
O=C(c1cnn(-c2ccc(Cl)cc2)c1)c1ccccc1O was read as M. tuberculosis HTS -2%, influenza NS1A -57%, tuberculosis growth 42%, Salmonella PhoP GFP -6% and VEEV TC-83 Vero 7.2%.
For O=C(Cn1cnc([N+](=O)[O-])n1)NCc1ccccc1 the results were M. tuberculosis HTS 10%, influenza NS1A -4%, tuberculosis growth -21%, Salmonella PhoP GFP -5% and VEEV TC-83 Vero 0.9%.
Screening Cc1ccc(NC(=O)NC(=O)CSc2n[nH]c(N)n2)c(C)c1 returned M. tuberculosis HTS 0%, influenza NS1A -14%, tuberculosis growth -2%, Salmonella PhoP GFP 15% and VEEV TC-83 Vero 0.6%.
For C=CCOc1ccc(/C=C\c2nc(O)c([N+](=O)[O-])c(=O)[nH]2)cc1OCC the results were M. tuberculosis HTS 11%, influenza NS1A -7%, tuberculosis growth 9%, Salmonella PhoP GFP 8% and VEEV TC-83 Vero 0.6%.
For C=CC[C@]12CC=CC(=O)[C@@]1(O)O[C@H](c1ccc(OC)c(OC)c1)[C@H]2C the results were M. tuberculosis HTS -3%, influenza NS1A 0%, tuberculosis growth 30%, Salmonella PhoP GFP 5% and VEEV TC-83 Vero inconclusive.
For CC1CC(C)CN(CCCNC(=O)c2ccc(CNS(=O)(=O)c3ccc(F)cc3)cc2)C1 (stereo not drawn) the results were M. tuberculosis HTS 10%, influenza NS1A 10%, tuberculosis growth 10%, Salmonella PhoP GFP -4% and VEEV TC-83 Vero inactive.
CCOC(=O)C1(Cc2ccc(Cl)cc2)CCN(C(C)Cc2ccc(O)c(OC)c2)CC1 (stereo not drawn) was read as M. tuberculosis HTS 2%, influenza NS1A 7%, tuberculosis growth 39%, Salmonella PhoP GFP -2% and VEEV TC-83 Vero inactive.
Screening Cc1ccc(CN/C=C/C(=O)c2ccc(Br)cc2)cc1 returned M. tuberculosis HTS 4%, influenza NS1A 2%, tuberculosis growth -25%, Salmonella PhoP GFP 22% and VEEV TC-83 Vero 2.4%.
For COCCCNc1nc2nonc2nc1N1C[C@H]2CC[C@H]1C2 the results were M. tuberculosis HTS 3%, influenza NS1A -11%, tuberculosis growth -3%, Salmonella PhoP GFP 2% and VEEV TC-83 Vero 1.2%.
CCCCCC(=O)Nc1ccc(C(=O)COC(=O)CN2C(=O)NC3(CCCC3)C2=O)cc1 was read as M. tuberculosis HTS 35%, influenza NS1A -9%, tuberculosis growth -9%, Salmonella PhoP GFP 3% and VEEV TC-83 Vero 2.2%.
CCn1c(/C=C/Nc2ccccc2)[n+](CC)c2ccc(C(=O)OCC(F)(F)F)cc21 was read as M. tuberculosis HTS -14%, influenza NS1A -3%, tuberculosis growth 15%, Salmonella PhoP GFP -3% and VEEV TC-83 Vero 0.9%.
Screening O=[N+]([O-])c1ccc(N2CCN(Cc3ccccc3)CC2)s1 returned M. tuberculosis HTS 62%, influenza NS1A 7%, tuberculosis growth 76%, Salmonella PhoP GFP 6% and VEEV TC-83 Vero inactive.
Cc1ccccc1C(=O)NNC(=O)C(=O)Nc1cccc(Cl)c1C was read as M. tuberculosis HTS inconclusive, influenza NS1A -10%, tuberculosis growth inconclusive, Salmonella PhoP GFP -6% and VEEV TC-83 Vero 5.5%.
Screening O=C(CC1C=CCC1)Nc1ccccc1 (stereo not drawn) returned influenza NS1A -2% and VEEV TC-83 Vero 2.0%.
`CC(=O)Nc1ccc2cc3ccc(NC(C)=O)cc3nc2c1` gave M. tuberculosis HTS 5%, influenza NS1A 24%, tuberculosis growth -8%, Salmonella PhoP GFP -13% and VEEV TC-83 Vero 1.4%.
COc1cccc(-n2c(Cc3cc(=O)[nH]c(=O)[nH]3)nnc2SCC(=O)N2CCCCCC2)c1 was read as M. tuberculosis HTS -1%, influenza NS1A -1%, tuberculosis growth -6%, Salmonella PhoP GFP 17% and VEEV TC-83 Vero 1.7%.
c1ccc(Cc2ccc(OCCn3cncn3)cc2)cc1 was read as M. tuberculosis HTS -5%, influenza NS1A 6%, tuberculosis growth 29%, Salmonella PhoP GFP -16%, VEEV TC-83 Vero inactive and VEEV TC-83 Vero 10K pilot screen 2.2.
Screening Cc1ccc(C)c(OCC(=O)Nc2ccc(S(=O)(=O)N3CCN(C)CC3)cc2)c1 returned M. tuberculosis HTS -3%, influenza NS1A 9%, tuberculosis growth 3%, Salmonella PhoP GFP -2% and VEEV TC-83 Vero 0.6%.
O=C(Cc1cccs1)NCc1cccc(Cl)c1 was read as M. tuberculosis HTS 0%, influenza NS1A 3%, tuberculosis growth 18%, Salmonella PhoP GFP 4% and VEEV TC-83 Vero inactive.
`COc1cc(C(=O)NC(=S)NC(C)C)cc(OC)c1OC` gave M. tuberculosis HTS 8%, influenza NS1A -4%, tuberculosis growth 7%, Salmonella PhoP GFP -14% and VEEV TC-83 Vero 0.7%.
Screening Cc1ccc(N=C2NC(=O)CS2)cc1C returned M. tuberculosis HTS 2%, influenza NS1A 3%, tuberculosis growth 2%, Salmonella PhoP GFP 0% and VEEV TC-83 Vero 2.0%.
For CCOC(=O)c1c(C)[nH]c(C(=O)Nc2ccc(NC(C)=O)cc2)c1C the results were M. tuberculosis HTS 1%, influenza NS1A 2%, tuberculosis growth 16%, Salmonella PhoP GFP 9% and VEEV TC-83 Vero 1.8%.
For Cc1ccc2c(c1)N(CC(=O)NCCCN1CCCC1)C(=O)CO2 the results were M. tuberculosis HTS 4%, influenza NS1A 2%, tuberculosis growth 7%, Salmonella PhoP GFP 7% and VEEV TC-83 Vero 0.2%.
Screening O=c1[nH]c(C2CCN(S(=O)(=O)c3ccc(F)cc3)CC2)nc2c1nnn2Cc1ccc2c(c1)OCCO2 returned M. tuberculosis HTS inconclusive, influenza NS1A 2%, tuberculosis growth 50%, Salmonella PhoP GFP -3% and VEEV TC-83 Vero 0.4%.
For CCOc1ccc(C(C)=O)cc1CN1C(=O)NC2(CCCCC2C)C1=O (stereo not drawn) the results were M. tuberculosis HTS -6%, influenza NS1A 7%, tuberculosis growth 34%, Salmonella PhoP GFP 1% and VEEV TC-83 Vero 6.1%.
For O=C(Cc1csc(Nc2nc(=S)[nH]c3ccccc23)n1)NCc1ccccc1Cl the results were M. tuberculosis HTS 7%, influenza NS1A 23%, tuberculosis growth 2%, Salmonella PhoP GFP -1% and VEEV TC-83 Vero 2.4%.
For COC(=O)Nc1ccc(S(=O)(=O)N(C)CC(F)(F)C(F)F)cc1 the results were M. tuberculosis HTS -3%, influenza NS1A 8%, tuberculosis growth -6%, Salmonella PhoP GFP -2% and VEEV TC-83 Vero 4.6%.
Screening CCN(CC)CCN(C(=O)c1ccc(S(=O)(=O)N2CCCC2)cc1)c1nc2cc(C)cc(C)c2s1 returned M. tuberculosis HTS 10µM*, influenza NS1A -10%, tuberculosis growth 63%, Salmonella PhoP GFP -13% and VEEV TC-83 Vero 2.1%.
For Cc1ccc(NS(=O)(=O)c2cccc(C(=O)NCC3(N(C)C)CCCCC3)c2)cc1 the results were M. tuberculosis HTS -6%, influenza NS1A -5%, tuberculosis growth 10%, Salmonella PhoP GFP 1% and VEEV TC-83 Vero inactive.
For CCc1nnc(NC(=O)C2(C)COC(c3ccccc3)OC2)s1 (stereo not drawn) the results were M. tuberculosis HTS 2%, influenza NS1A 9%, tuberculosis growth -8%, Salmonella PhoP GFP 3% and VEEV TC-83 Vero 0.1%.
Screening O=C(CCC(=O)Nc1ccc(F)cc1)N/N=C/c1ccncc1 returned M. tuberculosis HTS 1%, influenza NS1A -4%, tuberculosis growth 27%, Salmonella PhoP GFP -17% and VEEV TC-83 Vero inactive.
C(=N\Nc1nn[nH]n1)/c1ccccc1 was read as M. tuberculosis HTS -1%, influenza NS1A -16%, tuberculosis growth 8%, Salmonella PhoP GFP -4% and VEEV TC-83 Vero inactive.
`CCOc1ccc(/C=N/Nc2cc(C)nc(N3CCOCC3)n2)cc1` gave M. tuberculosis HTS 2%, influenza NS1A 13%, tuberculosis growth 4%, Salmonella PhoP GFP 14% and VEEV TC-83 Vero 0.8%.
`COc1ccc(/C(O)=C2/C(=O)C(=O)N(c3ncccn3)C2c2ccc(F)cc2)cc1` (stereo not drawn) gave M. tuberculosis HTS -9%, influenza NS1A 9%, tuberculosis growth 6%, Salmonella PhoP GFP 1% and VEEV TC-83 Vero 2.2%.
`Cc1ccc(NC(=O)CSCc2cc(=O)n3cc(C)sc3n2)c(C)c1` gave M. tuberculosis HTS 0%, influenza NS1A -6%, tuberculosis growth -10%, Salmonella PhoP GFP -6% and VEEV TC-83 Vero inactive.
For CNC(=O)COC(=O)C1CCN(S(=O)(=O)c2ccc3c(c2)OCCO3)CC1 the results were M. tuberculosis HTS -12%, influenza NS1A 4%, tuberculosis growth -19% and VEEV TC-83 Vero 1.5%.
`NC1=NC[C@@H](Cc2ccc(O)cc2)N1CC1CCCCC1` gave M. tuberculosis HTS -1%, influenza NS1A 12%, tuberculosis growth 29%, Salmonella PhoP GFP 4% and VEEV TC-83 Vero 3.1%.
`O=C(NC1CCCCC1)OCCN1CCN(Cc2ccccc2)CCC1=O` gave M. tuberculosis HTS 2%, tuberculosis growth 17% and Salmonella PhoP GFP -1%.
`CCOc1ccc(NC(=S)N2C3CCCC2CC(NC(=O)C2CC2)C3)cc1` (stereo not drawn) gave M. tuberculosis HTS -4%, influenza NS1A 8%, tuberculosis growth -1%, Salmonella PhoP GFP 1% and VEEV TC-83 Vero 0.8%.
CC1CCCN(c2nc3c(c(=O)n(C)c(=O)n3C)n2CCSc2nc3ccccc3o2)C1 (stereo not drawn) was read as M. tuberculosis HTS 4%, influenza NS1A 6%, tuberculosis growth 13%, Salmonella PhoP GFP 7% and VEEV TC-83 Vero inactive.
